Compound activity (PubChem)
Granule exo inh – lytic granule exocytosis inhibition; inhibition, % at 10 µM; actives 0.66% (n = 360,000); TALL-104 LAMP-1 surface exposure, flow cytometry; cells stimulated with thapsigargin and PMA;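 active = inhibition above about 55%, limit read from the data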
PDI inh – PDI (human) enzyme inhibition | PDI insulin aggregation turbidity, A650, 90 min | inhibition, % at 10 µM | actives 0.052% (n = 350,000);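 active = mean inhibition across replicates of 30% or more, whatever share of single replicates reach that level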;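 also: absorbance from insulin aggregation driven by PDI reduction with DTT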
Target sequence (P07237 whole entry, looked up): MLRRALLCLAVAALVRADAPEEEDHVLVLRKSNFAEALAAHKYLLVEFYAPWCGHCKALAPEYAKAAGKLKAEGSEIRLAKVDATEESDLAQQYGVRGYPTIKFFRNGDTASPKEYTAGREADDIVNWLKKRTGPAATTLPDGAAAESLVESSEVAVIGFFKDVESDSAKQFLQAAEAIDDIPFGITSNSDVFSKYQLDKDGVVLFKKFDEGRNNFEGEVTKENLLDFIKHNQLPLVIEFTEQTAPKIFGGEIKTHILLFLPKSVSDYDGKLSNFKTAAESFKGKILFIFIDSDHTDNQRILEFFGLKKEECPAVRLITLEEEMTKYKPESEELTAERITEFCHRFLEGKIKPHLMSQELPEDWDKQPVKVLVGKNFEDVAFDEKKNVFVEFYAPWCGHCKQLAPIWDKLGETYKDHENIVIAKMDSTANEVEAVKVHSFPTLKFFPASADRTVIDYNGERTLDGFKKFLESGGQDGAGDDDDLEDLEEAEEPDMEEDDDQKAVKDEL
ABHD5-PLIN5 inh – blocks binding of human ABHD5 to perilipin-5; Q00G26+Q8WTS1; Split G. princeps luciferase complementation, luminescence, 4 h; inhibition, % at 4 µM; actives 0.78% (n = 360,000); AID 602281;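 active = inhibition above the mean inhibition across every tested compound plus 3 SD, cut at about 22% in these data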;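 also: 0% = DMSO only wells and the 100% control is not disclosed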
m5-HT2A agonist – activates the mouse 5-HT2A serotonin receptor; CHO-K1 mHTR2A beta-arrestin complementation, luminescence; percent of 30 µM serotonin response; activation, % at 7.6 µM; actives 0.66% (n = 360,000); AID 624169;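 active = activation above a run cutoff, the mean activation of all tested compounds plus 3 SD, cut at about 14% in these data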;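 also: 0% = plate median of compound wells and 100% = 30 µM serotonin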
Target sequence (P35363 whole entry, looked up): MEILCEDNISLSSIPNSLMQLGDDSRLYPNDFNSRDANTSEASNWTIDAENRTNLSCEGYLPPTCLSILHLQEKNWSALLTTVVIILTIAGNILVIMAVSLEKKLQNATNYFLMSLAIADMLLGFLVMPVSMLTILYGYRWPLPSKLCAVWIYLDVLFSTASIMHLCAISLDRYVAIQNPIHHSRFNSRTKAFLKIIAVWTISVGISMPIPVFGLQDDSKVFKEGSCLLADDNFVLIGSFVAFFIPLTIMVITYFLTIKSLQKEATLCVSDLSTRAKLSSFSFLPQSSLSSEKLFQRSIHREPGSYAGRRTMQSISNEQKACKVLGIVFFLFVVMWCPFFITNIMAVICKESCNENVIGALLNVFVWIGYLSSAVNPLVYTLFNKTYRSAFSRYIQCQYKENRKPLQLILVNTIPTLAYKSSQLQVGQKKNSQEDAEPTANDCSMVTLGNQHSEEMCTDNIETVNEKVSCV
MC4R barr agon – activates human MC4R beta-arrestin recruitment; activation, % at 8.9 µM; P32245; actives 0.98% (n = 360,000); U2OS MC4R beta-arrestin complementation, luminescence; percent of melanotan II response, DMSO zero; AID 540308;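 active = activation above a per-plate cutoff, the mean activation of sample wells on that plate plus 3 SD, cut at about 8% in these data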
CaV13 ICDI inh – Disruptors of the CACNA1D IQ motif to Ca2+-dependent inactivation inhibitor domain association, primary screening, Förster resonance energy transfer in intact living …; HEK cells, CFP/YFP FRET ICDI-IQ, plate reader, 10 min; percent FRET-ratio fall versus neutral wells; inhibition, % at 12.3 µM; actives 0.098% (n = 340,000);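 active = mean replicate inhibition of at least 30% and at least 1% of replicates passing that level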;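 also: 0% = median of the neutral control wells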
ABCB6 inh MLPCN – human ABCB6 transporter inhibition. K562-ABCB6 porphyrin accumulation, flow cytometry, 1 h; active compounds read low. actives 0.19% (n = 360,000). fluorescence ratio to DMSO, % at 10 µM. Q9NP58;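 active = fluorescence ratio to DMSO below 75%, the collection mean minus 3 SD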;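 also: signal is porphyrin accumulated inside mitochondria; 100% equals median channel fluorescence of DMSO control wells; lower ratio means ABCB6 inhibition with less porphyrin fluorescence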
N-glyco inh – N-linked glycosylation inhibition; reporter increase, % at 12.5 µM; actives 0.23% (n = 360,000); D54 ERlucT glycosylation luciferase reporter, 24 h; percent of 100 nM tunicamycin response; AID 588692;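 active = mean luciferase reporter signal, scaled so untreated is 0 and the glycosylation-blocking control 100, at or above a set limit in every replicate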;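 also: luciferase carries N-glycosylation sites so blocking glycosylation raises the light; 0% = median of neutral control wells and 100% = median of 100 nM tunicamycin wells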
Cardio protect – myocardial damage modulation in H9c2 cells | H9c2 cardiomyocytes, H2O2 injury protection, ATPLite, 2 h | protection from H2O2 cell death, % at 20 µM | actives 0.63% (n = 360,000) | AID 588492;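 active = compounds giving at least 50% protection of heart cells from peroxide-induced death in the single-dose screen, raw or plate-pattern-corrected value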;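 also: 0% = DMSO wells with peroxide and 100% = DMSO wells without peroxide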
MC4R antagonist – blocks human MC4R cAMP signaling. MC4R-expressing cells, MTII-stimulated cAMP, LANCE TR-FRET. inhibition, % at 6.5 µM. actives 0.48% (n = 360,000);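 active = inhibition above its plate's cutoff, the mean of tested wells on that plate plus 3 SD, cut at about 29% in these data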;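 also: 0% = Melanotan II alone and 100% = Melanotan II plus saturating MCL0020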
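material = U2OS cells stably expressing human melanocortin 4 receptor (MC4R) | also added = Melanotan II challenge | dosing = single nominal compound dose of 6.5 µM | detection = TR-FRET with Eu-cAMP and labeled anti-cAMP, 671 nm | replication = singlicate | timing = compound 30 min, challenge 1 h, detection 1 h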
Active calls of the source: *; i = inactive; nt = no result given.

SMILES	Granule exo inh	PDI inh	ABHD5-PLIN5 inh	m5-HT2A agonist	MC4R barr agon	CaV13 ICDI inh	ABCB6 inh MLPCN	N-glyco inh	Cardio protect	MC4R antagonist
COc1ccc(S(=O)(=O)N2CCCCCC2)cc1N(C)S(=O)(=O)c1ccc(C)cc1	0.9	-19.7	13.4	-0.3	2.7	-5.2	95.0	-7.0	-7.8	-2.0
CCOc1ccc(CCNC(=O)COC(=O)c2cccnc2SC)cc1OCC	3.9	-6.8	-12.3	-2.6	1.1	-2.2	96.0	-1.8	1.2	16.6
COc1ccccc1N1CCN(C(c2cccs2)C(C)NC(=O)C(=O)N2CCOCC2)CC1 (configuration not stated)	-0.4	-0.2	-5.5	3.4	-1.1	-2.5	101.0	-0.2	5.9	1.6
Cc1ccccc1OCCCSc1nc2ccccc2[nH]1	-2.9	-0.6	-6.0	-4.5	0.0	-4.7	97.0	-0.9	-8.8	16.7
Cc1nc(SCC(N)=O)[nH]c(=O)c1Cc1ccc(OC(C)C)cc1	-2.4	8.2	-13.5	-2.4	-2.2	nt	99.0	-1.1	-3.6	0.1
CC(=Nc1ccccc1)C1=C(O)COC1=O	-1.3	2.8	5.0	0.2	-1.7	-7.5	93.0	1.9	1.5	14.7
CC(C)N1CCC2(CC1)Oc1ccc(Br)cc1C1CC(c3cccnc3)=NN12 (configuration not stated)	-6.9	-4.9	4.5	1.9	0.4	-13.4	103.0	-0.4	-3.9	2.8
C=CCn1c(NC(=O)c2ccc(Br)o2)c(S(=O)(=O)c2ccccc2)c2nc3ccccc3nc21	3.5	3.6	-19.8	-1.7	-0.3	-5.1	108.0	-2.0	1.2	2.6
COCCCNC(=O)CSc1ccc(Cl)cc1	-2.8	-9.6	15.0	1.9	-1.7	-0.8	98.0	0.0	-2.1	8.2
CC(C)n1nnnc1-c1cccc(Cl)c1	-0.6	2.6	-1.8	-0.2	-2.0	-5.0	90.0	1.0	-0.1	-0.6
CC(C)OCCCNC(=O)Cn1ccc2cc(S(=O)(=O)N3CCCCC3)ccc21	-4.1	-2.7	-14.4	-5.1	-2.4	-7.4	100.0	2.2	-0.1	0.2
Cc1oc2c(c(C)cc3oc(=O)c(CC(=O)N[C@@H](C)C(=O)O)c(C)c32)c1C	0.9	0.0	7.3	-1.9	-2.5	-3.6	97.0	-1.1	3.2	8.8
CCC(C)C(=O)Nc1nnc(SCC(=O)NC(C)(C)C)s1 (configuration not stated)	-1.4	-0.2	2.9	3.9	-3.4	-4.6	99.0	-0.2	4.1	3.1
Cc1coc2cc3oc(=O)c(CCC(=O)NCCCN4CCCC4=O)c(C)c3cc12	2.5	nt	-1.8	-2.4	-1.8	nt	98.0	3.0	-8.9	15.9
O=C(CSCc1ccc([N+](=O)[O-])cc1)N/N=C/c1ccncc1	-5.2	14.9	-0.6	1.8	-1.1	-3.9	99.0	0.2	3.7	-3.6
O=C(O)c1cccc2c1C(=O)c1ccc(N3CCCCC3)cc1S2(=O)=O	-4.9	-4.2	8.8	0.7	-0.9	-10.1	100.0	0.6	4.4	1.9
O=c1ccc2cc(S(=O)(=O)NCCCc3ccccc3)ccc2[nH]1	-3.5	-1.2	4.4	-3.0	1.0	-5.2	99.0	-0.2	-8.7	-1.1
CS(=O)(=O)Nc1nnc(Cc2ccccc2)s1	2.4	-1.0	-3.4	3.9	-1.0	-0.5	92.0	0.4	5.0	2.7
CC(OC(=O)c1ccc(NS(=O)(=O)c2ccc3[nH]c(=O)[nH]c3c2)cc1)C(=O)Nc1ccc(Cl)cc1 (configuration not stated)	-4.6	-3.2	-3.8	-1.2	-2.0	-6.1	96.0	0.5	-3.0	4.9
Cc1nn(CC(=O)Nc2ccc3c(c2)nc(CN2CCCCC2)n3C)c(=O)c2ccccc12	-1.3	25.3	-0.4	-1.6	-1.4	-2.0	99.0	-3.7	7.7	1.1
Cc1ccccc1-c1cc(-c2ccccc2O)on1	-2.2	2.2	-9.0	0.8	4.3	-8.1	100.0	-12.6	-15.4	-6.8
Cc1ccc(CN(C)C(=O)c2ccc(S(=O)(=O)N3CCCCCC3)cc2)o1	-2.2	-2.7	2.5	3.7	-1.7	-7.3	87.0	-2.9	10.4	15.6
O=C(CSc1nc2ccc(Nc3nc(N4CCOCC4)nc(N4CCOCC4)n3)cc2s1)Nc1ccccc1F	1.2	3.3	0.9	15.5*	0.8	-6.6	97.0	-6.1	1.5	-2.0
O=C(CCS(=O)(=O)c1ccc2c(c1)NC(=O)CS2)NCc1ccccc1Cl	-1.2	-7.9	-6.4	-2.5	-1.4	nt	100.0	-4.9	0.4	12.1
Cc1ccc(OCCC(=O)NCCc2ccc(S(N)(=O)=O)cc2)cc1	-6.1	3.0	3.9	-2.5	-1.4	-5.3	93.0	-0.3	0.0	4.8

Later entries:
SMILES	Granule exo inh	PDI inh	ABHD5-PLIN5 inh	m5-HT2A agonist	MC4R barr agon	CaV13 ICDI inh	ABCB6 inh MLPCN	N-glyco inh	Cardio protect	MC4R antagonist
CCN(CC(=O)Nc1ccc2c(c1)OCCO2)C(=O)/C=C/c1cccc(Br)c1	10.1	3.4	1.3	-5.8	-3.9	-5.6	104.0	1.5	-10.8	3.6
Cc1cccc(C(=O)N2CCCC(N3CCN(Cc4ccc5c(c4)OCO5)CC3)C2)n1 (configuration not stated)	1.7	3.2	4.5	-0.5	3.2	-9.7	97.0	1.7	-0.2	-4.8
CC(C)NC(=O)CSCc1cccc(Br)c1	-1.9	10.4	-1.1	2.5	0.6	-9.2	96.0	0.0	5.8	9.2
COCCNC(=O)C1(C)CCCN(C(=O)c2ccccc2F)C1 (configuration not stated)	-3.5	-1.4	-6.6	3.1	0.2	-10.9	100.0	1.2	0.3	8.8
COc1ccc(C(=O)C(C)Oc2cccc(NC(=O)c3cccc([N+](=O)[O-])c3)c2)cc1 (configuration not stated)	0.6	-0.2	0.0	-1.9	0.3	-3.8	93.0	-9.7	4.3	1.6
O=S(=O)(NCc1ccco1)c1ccc(Cl)cc1Cl	12.0	-1.7	0.0	7.5	-0.1	-2.2	98.0	1.0	-0.8	20.5
Cc1ccc(OCC(=O)Nc2ccc3c(c2)OCO3)c([N+](=O)[O-])n1	-1.6	1.4	-5.2	1.3	-2.8	-5.0	100.0	-0.5	-8.0	-8.1
COC(=O)Cc1c(C)c2ccc(OCC(=O)NC3CCS(=O)(=O)C3)cc2oc1=O (configuration not stated)	1.5	-10.0	3.8	-2.0	-1.5	-2.0	104.0	0.5	-0.2	-2.9
O=C(Nc1ccc(NC(=O)C2CCCN2C(=O)OCc2ccccc2)cc1)c1ccco1 (configuration not stated)	-0.6	-7.6	8.0	-2.8	0.6	-1.3	96.0	0.1	-6.1	-2.6
CCN(CC)S(=O)(=O)c1cc(NC(=O)C(C)OC(=O)c2[nH]c(C)c(C(C)=O)c2C)ccc1C (configuration not stated)	1.4	-5.7	-4.6	-2.5	1.4	-4.7	93.0	2.0	-16.3	10.7
C/C(=N\N1CCN(C2c3ccccc3-c3ccccc32)CC1)c1cccnc1	-5.2	-0.7	-33.0	5.6	-1.2	-2.8	100.0	-0.7	-2.9	1.6
COc1cc(NC(=O)c2ccccc2)c(OC)cc1NC(=O)CN1C(=O)N(C)C2(CCCCC2)C1=O	2.8	-7.7	0.5	9.4	-2.1	-5.7	104.0	0.1	12.3	8.4
O=C(c1cc2ccccc2c(=O)o1)N1CCc2ccccc2C1	-2.0	5.2	9.9	0.1	0.0	nt	i	0.9	-3.0	4.3
N#CCc1c(C#N)c(N)nc(N2CCCC(CO)C2)c1C#N (configuration not stated)	-1.7	-0.5	5.8	3.8	-2.3	-5.4	96.0	3.3	3.9	-2.5
CCNC(=O)/C(C#N)=C/c1c(N2CCN(c3cccc(Cl)c3)CC2)nc2c(C)cccn2c1=O	4.9	-3.9	1.2	8.3	0.4	-13.2	102.0	0.9	14.7	14.4
OC(CNC1CCCCC1)CON=C1CCSc2c(Cl)cccc21 (configuration not stated)	16.8	1.0	3.3	-1.5	5.6	-5.2	99.0	-1.9	-5.1	-2.0
O=C(NCc1ccco1)c1ccc(S(=O)(=O)N2CCOCC2)cc1	1.5	5.0	6.4	-0.1	-2.9	-3.1	89.0	-2.2	5.3	4.7
CCN(CC)CC(O)CN(c1ccccc1)S(=O)(=O)c1ccc2ccccc2c1 (configuration not stated)	36.6	2.9	10.4	-2.6	1.2	-3.6	98.0	-2.2	2.6	5.3
CNC(=S)N/N=C/c1c(C)nn(-c2ccccc2)c1Cl	-1.5	-2.8	1.8	-3.3	-1.2	-8.1	98.0	5.9	-2.5	12.5
O=C(Nc1ccccc1)N(CCCN1CCOCC1)Cc1ccccc1F	-8.2	-1.1	7.6	-5.3	0.4	-4.7	78.0	0.2	-4.8	-2.5
O=C(CNc1cccc([N+](=O)[O-])c1)NC(=O)NC1CCCCC1	4.4	0.3	-3.0	-1.1	4.0	-6.1	96.0	2.1	-6.3	4.7
c1ccc2oc(NC3=NCN(C4CCCCC4)CN3)nc2c1	-1.8	-2.4	6.9	8.1	-0.3	-5.1	97.0	0.9	-1.1	-1.3
Cc1ccc(Cc2c(-c3ccc(C)cc3)nc3ccc(Cl)cn23)cc1	2.7	-9.9	-0.7	1.3	0.3	-10.2	102.0	-0.6	-16.9	-12.0
O=C(NC1CC1)c1ccc(S(=O)(=O)NCC2CCCCC2)cc1	-1.1	3.7	4.7	-3.5	2.5	-9.7	97.0	-2.1	-12.2	5.5
COc1cccc(CNC(=O)CCC2CCCN(C(=O)c3ccc(C)nc3)C2)c1 (configuration not stated)	-3.7	-3.0	-3.3	0.0	0.6	-6.8	103.0	0.9	1.3	6.1

More results follow:
SMILES	Granule exo inh	PDI inh	ABHD5-PLIN5 inh	m5-HT2A agonist	MC4R barr agon	CaV13 ICDI inh	ABCB6 inh MLPCN	N-glyco inh	Cardio protect	MC4R antagonist
COc1ccc(CC(=O)NNC(=O)c2ccccn2)cc1	-2.5	-0.7	3.8	-1.2	-0.7	-0.2	98.0	3.3	4.6	-3.4
Cc1cc(=O)n2[nH]cc(C(=O)O)c2n1	1.3	-0.2	3.4	0.2	0.1	nt	98.0	0.8	0.7	-2.5
Cc1ccc(N(C)C(=O)c2cnn(-c3ccccc3)c2C)c(C)c1	4.5	-1.5	2.5	2.7	0.3	-5.9	105.0	-0.1	15.4	9.0
O=C1OC(c2ccccc2)C(O)=C1c1ccccc1 (configuration not stated)	-18.5	4.3	1.1	-2.0	-1.7	-6.3	107.0	-0.8	-0.9	1.5
CCOC(=O)Cc1csc(NC(=O)CSc2nc(N)c3c(C)c(C)sc3n2)n1	-1.6	-6.0	-4.3	4.3	0.1	-4.2	102.0	1.2	-12.7	12.6
O=C(/C=C/c1ccccc1)NC(N1CCOCC1)C(Cl)(Cl)Cl (configuration not stated)	-1.5	6.4	1.0	8.4	0.3	1.9	94.0	-0.8	-2.1	6.9
